12-LOX inh: Primary qHTS assay for inhibitors of human arachidonate 12S-lipoxygenase (ALOX12): Round 2 | Polyunsaturated fatty acid lipoxygenase ALOX12 (Homo sapiens), P18054 | purified 12hLO, xylenol orange hydroperoxide absorbance | Potency, µM (titrated, usually from 108 µM), without a hit: at the top dose activity change, negative = inhibition, most hits filed as inhibitors | 1.1% of 580,000 active; further: potency means the concentration at half of the fitted maximal effect; on the % scale 0 is the no-effect control and ±100 the full control effect
Target sequence (P18054 whole entry, looked up): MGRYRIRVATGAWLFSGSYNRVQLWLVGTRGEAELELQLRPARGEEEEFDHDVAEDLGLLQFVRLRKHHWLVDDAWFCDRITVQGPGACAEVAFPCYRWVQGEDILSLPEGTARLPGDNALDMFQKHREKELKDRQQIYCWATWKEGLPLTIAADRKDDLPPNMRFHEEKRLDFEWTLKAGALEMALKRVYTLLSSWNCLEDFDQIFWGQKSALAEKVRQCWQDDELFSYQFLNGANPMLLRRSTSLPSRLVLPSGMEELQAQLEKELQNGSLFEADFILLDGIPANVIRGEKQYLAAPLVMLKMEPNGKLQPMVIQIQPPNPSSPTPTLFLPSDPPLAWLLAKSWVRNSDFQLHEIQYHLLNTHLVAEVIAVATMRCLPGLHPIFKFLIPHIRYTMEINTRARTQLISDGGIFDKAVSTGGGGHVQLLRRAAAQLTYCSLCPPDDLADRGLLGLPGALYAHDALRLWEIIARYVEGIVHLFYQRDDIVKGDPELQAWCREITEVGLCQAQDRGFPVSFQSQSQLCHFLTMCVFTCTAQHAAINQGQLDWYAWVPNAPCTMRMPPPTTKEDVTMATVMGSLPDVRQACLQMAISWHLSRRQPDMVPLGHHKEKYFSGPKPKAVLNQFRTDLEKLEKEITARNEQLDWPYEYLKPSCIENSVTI
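Hydroperoxide product was detected by ferrous iron/xylenol orange as the 573 to 405 nm absorbance ratio. Arachidonic acid at 40 uM (final) was turned over for 30 min at room temperature by 150 nM human 12hLO, pH 7.0 Hepes buffer, after 15 min compound preincubation.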
Pol eta inh: qHTS for Inhibitors of Polymerase Eta | 1.2% of 390,000 active | recombinant Pol eta, fluorescent DNA replication assay | DNA polymerase eta (Homo sapiens), Q9Y253 | Potency, µM (series often up to 114 µM), for inactives: top-dose activity change, negative = inhibition, hits mostly inhibitors; further: potency means the concentration at half of the fitted maximal effect; on the % scale 0 is the no-effect control and ±100 the full control effect
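Fluorescent replication assay: 50 nM final substrate added after a 15 min room-temperature compound preincubation with 10 nM enzyme. Signal taken at 0 min and again at 10 min.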
POLK inh: qHTS for Inhibitors of Polymerase Kappa | purified Pol kappa, fluorescent DNA synthesis assay, 10 min | Potency, µM (doses to about 107 µM), without a hit: top-dose activity, negative = inhibition, actives largely listed as inhibitors | 0.53% of 400,000 active | AID 588579, 2011; further: potency means the concentration at half of the fitted maximal effect; on the % scale 0 is the no-effect control and ±100 the full control effect
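Here, compound and 10 nM enzyme are combined for 15 min at room temperature; adding 50 nM substrate (final) starts DNA synthesis, tracked by fluorescence at 0 and 10 min against buffer-only wells.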
Apoferritin bind: qHTS Assay for Identification of Novel General Anesthetics; Ferritin light chain (Equus caballus), P02791; apoferritin/1-aminoanthracene competitive binding, fluorescence; Potency, µM (doses to about 77.5 µM), inactives show at the highest dose activity change, negative = displacement, most hits filed as inhibitors; 0.074% of 350,000 active; AID 485281, 2010; further: potency means the concentration at half of the fitted maximal effect; on the % scale 0 is the no-effect control and ±100 the full control effect; nearly all actives have a fitted effect of over 20% in size
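In PBS, apoferritin at 10 uM is loaded with 1-AMA from a 50% saturated solution. After 10 min of compound exposure at ambient temperature, reduced 535 nm fluorescence indicates probe displacement.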
Pol beta inh: qHTS Assay for Inhibitors of DNA Polymerase Beta; Pol beta primer extension/strand displacement, fluorescence kinetic; Potency, µM (top dose mostly 114 µM), for inactives: at the highest dose activity change, negative = inhibition, usual class: inhibitors; 1.3% of 340,000 active; AID 485314, 2010; further: potency means the concentration at half of the fitted maximal effect; on the % scale 0 is the no-effect control and ±100 the full control effect
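Homogeneous kinetic assay of primer extension and strand displacement by 10 nM Pol beta, preincubated 15 min at room temperature with compound before 50 nM substrate (final) was added. Read at 0 and 10 min; four-parameter Hill fit.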
ERG Ets-DNA blk: qHTS for Small Molecule Inhibitors of the ERG Ets/DNA interaction | Transcriptional regulator ERG (Homo sapiens), P11308 | AID 624246, 2012 | 0.028% of 370,000 active | fluorescence polarization, His-ERG Ets domain / labelled DNA | Potency, µM (series often up to 76.9 µM), inactives show at the top dose FP activity, negative = inhibition, actives largely listed as inhibitors; active means well fitted inhibition curve with a large enough effect in the polarisation, with a control signal flat; inconclusive means small, poorly fitted or top-dose-only effect, or effect the other way, or a change in a side signal; inactive means no such curve, though single readings can be large or run the other way; the % refers to the polarisation;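 further: polarization taken with two DNA probes labelled with fluorescein and Texas red; potency means the concentration at half of the fitted maximal effect; % of control where 0% means no effect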
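His-tagged ERG Ets domain (1 uM in the protein solution; 300mM KCl, 50mM Tris-HCl, 1mM EDTA, 1mM DTT, pH 7.5) received compound, then a probe mix of 5 nM fluorescein-DNA and 100nM Texas-615-DNA. Fluorescence polarization was read for both dyes.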
LDHA inh: qHTS assay for inhibitors of human lactate dehydrogenase | L-lactate dehydrogenase A chain (Homo sapiens), P00338 | purified LDHA, NADH/diaphorase-resazurin fluorescence; stronger effect = lower value | activity change, % (values are at about 110 or 230 µM) | 0.15% of 480,000 active; in the data active means activity change below about -30%; inconclusive means mostly about -25% to -30%;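 further: plate controls were DMSO wells for no effect and wells without enzyme for full effect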
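Human LDH5 (2 nM) was incubated with 0.06 mM NADH and 0.2 mM pyruvate for 5 min at room temperature in Tris pH 7.4. Remaining NADH was coupled through diaphorase/resazurin, and resorufin fluorescence was read at 0 and 20 min.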
RGS4 inh: Inhibitors of Regulator of G Protein Signaling (RGS) 4: qHTS; Regulator of G-protein signaling 4 (Homo sapiens), P49798; Transcreener GDP fluorescence polarization, RGS4-accelerated GTP hydrolysis; Potency, µM (titrated, usually from 114 µM), without a hit: at the top dose activity change, negative = inhibition, usual class: inhibitors; 0.039% of 390,000 active; further: potency means the concentration at half of the fitted maximal effect; on the % scale 0 is the no-effect control and ±100 the full control effect; nearly all actives have a fitted effect of over 75% in size; some results filed as inactive show a strong effect at the top dose
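MLSMR compounds (23 nl, pin-transferred) preincubated 10 min at room temperature with a 500nM (2x) first reagent, then RGS4 at 900nM (2x) plus Transcreener GDP mix added; fluorescence polarization (620/688 nm) read before and after 90 min at 30 °C.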
APE1 inh: qHTS Assay for Inhibitors of the Human Apurinic/apyrimidinic Endonuclease 1 (APE1) | Potency, µM (top dose mostly 65.8 µM), for inactives: at the highest dose activity change, negative = inhibition, usual class: inhibitors | 0.35% of 350,000 active | recombinant APE1, TAMRA/BHQ-2 abasic DNA cleavage fluorescence | AID 2517, 2012 | DNA repair nuclease/redox regulator APEX1 (Homo sapiens), P27695;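 further: potency means the concentration at half of the fitted maximal effect; plate controls were vehicle for no effect and reference inhibitor for full effect; nearly all actives have a fitted effect of over 55% in size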
Target sequence (P27695 whole entry, looked up): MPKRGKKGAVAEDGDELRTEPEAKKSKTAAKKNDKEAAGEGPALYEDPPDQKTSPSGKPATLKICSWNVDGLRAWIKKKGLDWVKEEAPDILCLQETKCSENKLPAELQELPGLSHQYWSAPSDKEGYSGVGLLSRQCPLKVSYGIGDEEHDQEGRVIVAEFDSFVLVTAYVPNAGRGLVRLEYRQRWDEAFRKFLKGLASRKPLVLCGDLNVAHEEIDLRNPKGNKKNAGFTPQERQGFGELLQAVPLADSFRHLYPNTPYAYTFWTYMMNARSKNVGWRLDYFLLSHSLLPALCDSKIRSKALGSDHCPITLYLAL
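Endonuclease cleavage of a quenched abasic-site DNA duplex (50 nM) by APE1 (0.75 nM) was tracked by TAMRA dequenching. Compounds were preincubated with enzyme 15 min at room temperature; data normalized to buffer-only and DMSO wells plus NSC13755 control.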
Numbers without * were called inactive; i = inactive; ? = inconclusive; · = not tested or not shown; [ ] = remark or other dose. Unless noted, the call rests on the fitted dose curve; in most records, active means well fitted curve in the direction sought with a large enough effect; inconclusive means small, poorly fitted or top-dose-only effect, or another doubt; inactive means no such curve, though single readings can be large; an effect the other way counts as inactive or inconclusive.

SMILES | 12-LOX inh | Pol eta inh | POLK inh | Apoferritin bind | Pol beta inh | ERG Ets-DNA blk | LDHA inh | RGS4 inh | APE1 inh
COc1cc(C(=O)N=c2sc3ccccc3n2C)cc(OC)c1OC | -11% | -19% | -8% | -6% | 1% | -5% | -2 | -33%[56.9 µM] | -2%
CCCc1cc(C(=O)NNC(=S)Nc2cccc(C)c2)cs1 | ? | -12% | 1% | ? | -13% | -2% | -3 | -24% | -1%
N#CCSc1nc2c(cc1C#N)CCCC2 | 2% | -5% | -4% | -10% | 9% | -1% | 0 | 9% | -8%
Cc1ccc(SCC(=O)Nc2ccccc2C(=O)N2CCOCC2)cc1 | -3% | -9% | -11% | 8% | 0%[57.1 µM] | · | -3 | -22% | 4%
Cc1ccccc1N/N=C/c1c(C)nc2ccccn12 | ? | -11% | -8%[60.1 µM] | -3% | -5% | -4% | -6 | -32% | 21%
O=C(NCc1ccco1)c1ccc(Cl)c(S(=O)(=O)Nc2ccccc2)c1 | -23% | -8% | -9% | -13% | 27% | 11% | -6 | -13% | -3%
COc1cc2c(cc1OC)C(c1cc(OC)c(OC)c(OC)c1)C1(O)C(=O)OCC1(O)C2 (centres undefined) | 2% | -8% | -2% | · | · | -3% | -1 | -1% | ·
Cn1nc(NC(=O)C2CCC2C(=O)O)c2c(F)cccc21 (centres undefined) | 76%[activator] | -22% | -2% | 1% | 21% | 14% | 1 | -9% | -9%
O=C(c1ccc(F)cc1Cl)N1CCN(S(=O)(=O)c2cccs2)CC1 | 20% | -5% | -6% | -7% | -1% | -9% | -1 | 30% | 22%
COc1ccc(C(CNC(=O)COc2c(C)cc(C)cc2C)N2CCOCC2)cc1 (centres undefined) | 34%[activator] | 3% | 6% | · | · | -17% | 2 | 11% | 45%
Clc1ccc(-c2c[n+](Cc3ccc(Br)cc3)c3n2CCCCC3)cc1 | ? | -14% | -4% | -8% | -3% | -8% | -3 | -16% | 2%
Cc1ccccc1C(=O)Nc1ccc(O)cc1C(=O)O | -7% | 0% | -16% | -4% | 30% | 4% | -9 | 8%[56.9 µM] | 1%

Complete entries from above. Screens in order: 12-LOX inh	Pol eta inh	POLK inh	Apoferritin bind	Pol beta inh	ERG Ets-DNA blk	LDHA inh	RGS4 inh	APE1 inh
COc1ccc(C(CNC(=O)COc2c(C)cc(C)cc2C)N2CCOCC2)cc1 (centres undefined) is entered as 34%[activator]	3%	6%	·	·	-17%	2	11%	45%
COc1cc(C(=O)N=c2sc3ccccc3n2C)cc(OC)c1OC is entered as -11%	-19%	-8%	-6%	1%	-5%	-2	-33%[56.9 µM]	-2%

More records follow:
SMILES | 12-LOX inh | Pol eta inh | POLK inh | Apoferritin bind | Pol beta inh | ERG Ets-DNA blk | LDHA inh | RGS4 inh | APE1 inh
CCOc1ccccc1NC(=O)c1cc(=O)c2ccc(C)cc2o1 | -9% | -7% | 10% | -4% | 11% | -1% | -5 | -21% | ·
O=C(COc1ccc(Cl)cc1Cl)NCc1ccncc1 | -29% | -12% | 0% | -7% | 11% | 1% | -1 | -31% | 1%
Oc1c(Br)cccc1/C=N/c1ncn[nH]1 | 0% | -15% | -6% | -1% | 18% | -6% | -5 | 8% | 19%
COc1ccc(C2=C(C)C(=O)N(Cc3ccc(C(=O)NCc4ccc(C)cc4)cc3)S2(=O)=O)cc1 | -12% | · | -21% | -11% | 1% | 3% | 0 | -25% | ·
CCCCCOC(=O)NC1CCS(=O)(=O)C1 (centres undefined) | -2% | -3% | 7% | -3% | -13% | 4% | 1 | 0% | -6%
O=C(Nc1ccnn1C1CCN(Cc2cccc(OCCO)c2)CC1)C1CCOC1 (centres undefined) | -18% | 2% | -2% | -7% | 5% | 16% | -5 | 5% | -5%
CCn1c(CNc2cccc(Cl)c2)nnc1SCC(=O)OC1CCCCC1 | -5% | -13% | -9% | ? | 20% | · | -4 | 26% | 1%
Cc1cc(N2CCN(c3ccccc3)CC2)n2cnnc2n1 | -8% | -10% | -1% | -6% | 30% | -10% | 3 | 11% | ·
O=C(COc1ccc2c3c(c(=O)oc2c1)CCCC3)N[C@@H](Cc1ccccc1)C(=O)O | -32% | -9% | -9% | -15% | -15% | -2% | 1 | 2% | 15%
COc1cccc(NC(=O)Cn2c(=O)n(Cc3ccc(C(=O)NCc4ccc(C)cc4)cc3)c(=O)c3ccccc32)c1 | 0% | -18% | -26% | -3% | -9% | 2% | -8 | -14% | ·
Cc1ccc(C(=O)Nc2ccc(O)cc2C(=O)O)cc1 | 2% | -5% | -16% | -7% | 3% | -4% | -6 | 19% | -8%
COCCn1c(Cc2ccccc2)nnc1SCC(=O)N1CCOCC1 | 0% | 2% | -3% | -1% | -6% | -5% | -1 | -3% | 5%
CCN1CCN(c2nc(Nc3cccc(F)c3)nc(N)c2[N+](=O)[O-])CC1 | 4% | -9% | -1% | 8% | ? | 3% | -2 | -44% | 0%
CCOC(=O)c1cc(S(=O)(=O)N2CCc3ccccc32)cn1C | -15% | -11% | -6% | -3% | 6% | -15% | -1 | -5% | 8%
COc1ccc(C(=O)N2c3ccccc3C=CC2C#N)cc1 (centres undefined) | -13% | -4% | -16% | -10% | 12% | -8% | -7 | 10% | 1%
Cc1noc(C)c1S(=O)(=O)NCC(=O)O | 0% | -2% | -16% | 8% | -14% | 0% | -6 | -8% | 4%
Clc1ccccc1-c1ccc(/C=N/n2cnnc2)o1 | -25% | -2% | -2% | -16% | -16% | 4% | -11 | 20% | ?
COc1ccc(-c2cc(CCC(=O)N3CCN(c4cc(C)ccc4C)CC3)[nH]n2)cc1 | 9% | -22% | -22% | · | · | 7% | -3 | 4% | -16%
CCC1CCCCN1CC(=O)c1c(C)[nH]c2ccc(OC)cc12 (centres undefined) | i | -19% | -4% | -7% | 11% | 1% | 3 | -4% | 0%
O=C(CN1C(=O)NC(c2ccccc2)(c2ccccc2)C1=O)NCC(=O)Nc1ccc(F)cc1 | 106%[activator] | -9% | -3% | · | · | -9% | -2 | -4% | 12%
CCOc1ccc(S(=O)(=O)N2CCN(C(=O)Cc3n[nH]c(=O)c4ccccc34)CC2)cc1 | 18% | -20% | -3% | · | · | 6% | 4 | -15% | 28%
N#C/C(=C\c1ccc(-c2cccc(Cl)c2)o1)C(=O)Nc1cccc2cccnc12 | 0% | -1% | 2% | -5% | -2% | 0% | 5 | ? | 24%
C=Cc1ccc(Cn2c(C)c(CNCCc3ccccc3C)c(C(=O)O)c2C)cc1 | ? | -2% | -21% | ? | 1% | 3% | -5 | -16% | ·
O=c1cc(-c2cccc3ccccc23)[nH][nH]1 | 0% | -15% | -6% | -8% | 5% | -1% | -8 | -20% | -2%
Cc1cc(Oc2ccc(=O)n(C)n2)nc(SCC(N)=O)n1 | 0% | 29% | -12% | -4% | 2% | 16% | -3 | -7% | 4%
CCCN1Cc2cccc(C(=O)N3CCN(c4cc(Cl)ccc4C)CC3)c2C1=O | · | -8% | -39% | ? | 40% | 18% | -5 | 10% | -8%
COc1ccc(CCN(C)C(=O)CSc2nc3ccccc3c(=O)n2CC2CCCO2)cc1OC (centres undefined) | -8% | -7% | -16% | · | · | 7% | -2 | 10% | ·
Cc1cc(OCC(=O)O/N=C(\N)c2ccccc2)ccc1Br | -3% | 8% | -15% | 1% | 2% | -1% | -6 | 20% | 8%
Cc1ccc(Cl)c(OCC(=O)N2CCc3ccccc3C2)c1 | ? | -10% | -5% | ? | 11% | -4% | 0 | 6% | -12%
O=c1c(C=Nc2ccc(Oc3ccccc3)cc2)c[nH]n1-c1cccc(Cl)n1 | -4% | ? | -3% | -10% | 32% | -7% | -9 | 12% | 12%
Cc1ccc(Cl)cc1NC(=O)c1cccc(OC(F)F)c1 | 0% | -15% | -4% | -21% | 2% | -7% | 1 | -17% | -7%
COCCn1nnnc1C(c1ccccc1OC)N1CCN(c2ccccc2)CC1 (centres undefined) | ? | -13% | -6% | -16% | 18% | -8% | 0 | -1% | -4%
O=C(NC(=S)Nc1ccc(CN2CCCCC2)cc1)c1ccco1 | ? | 2% | -14% | -11% | -15% | 1% | -13 | -4% | 5%
CCC(=O)Nc1sc2c(c1C(N)=O)CCN(C(C)=O)C2 | 1% | -14% | -7% | 12% | 9% | -1% | 3 | 4% | 0%
O=C(c1ccc(N2CCCS2(=O)=O)cc1)N1CCN(c2ccc(F)cc2)CC1 | 6% | -17% | -2% | -10% | 18% | -4% | -7 | -24% | 4%
O=C(O)c1ccc(/C=N/Nc2cccc(C(F)(F)F)c2)cc1 | 45µM* | -16% | -4% | -13% | 42%[activator] | -1% | -6 | -17% | 14%
CCN(CC)S(=O)(=O)c1cccc(C(=O)c2c(C)cc3ccccn23)c1 | -15% | -31% | -2% | -9% | 35% | -14% | 1 | -24% | 0%
COc1ccc(S(N)(=O)=O)cc1N(C)S(=O)(=O)c1ccccc1 | 6% | -12% | 0% | -3% | 9% | -6% | -6 | ? | 0%

Screens as filed in PubChem BioAssay.

A portion of the library (hit frequency here may not be typical).
